Assay outcomes deposited in PubChem BioAssay by several laboratories.
MgcRacGAP inhibition – MgcRacGAP GTPase-activating activity inhibitors, confirmation, biochemical, ADP Hunter fluorescence; inhibition, % at 30 µM; hits with a dose series show IC50 in µM; MgcRacGAP-stimulated Rac1 GTP hydrolysis, ADP Hunter fluorescence; higher % means a stronger effect; GST-tagged Rac1 F28L mutant substrate; hit rate 0.6% among 340,000;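 active = first-screen hits whose inhibition reached a set limit at any dose in the follow-up dose series; inconclusive = inhibition above the set first-screen limit but never retested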;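 note: fluorescence reports GDP produced by GAP-driven GTP hydrolysis; strong numbers were not always called active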
RSV CPE inhibition – RSV antiviral activity via CPE protection, HEp-2 cells, primary 10 µM value included (AID 2391); HEp-2 cells, RSV-induced CPE inhibition; higher % means a stronger effect; one-dose CPE inhibition, % at 10 µM; IC50 in µM for titrated hits; hit rate 0.13% among 310,000; in the data active = a potency from the dose series; inconclusive = CPE inhibition mostly from about 23% at the one dose, without a potency; inactive = the rest, 99 in 100 with CPE inhibition below about 21%; note: strong numbers were not always called active
West Nile virus CPE – West Nile virus antiviral activity, cell-based, CPE readout (AID 1621); hit rate 0.02% among 290,000; West Nile virus-infected cells, CPE inhibition; higher % means a stronger effect; one-dose CPE inhibition, % at 10 µM; IC50 in µM for titrated hits; in the data active = a potency from the dose series; inconclusive = CPE inhibition mostly from about 3.7% at the one dose, without a potency; inactive = the rest, 99 in 100 with CPE inhibition below about 2.2%; note: strong numbers were not always called active
Myeloid diff MLP – induction of myeloid progenitor differentiation, primary screen, cell-based, flow cytometry, MLPCN library | AID 624256, 2012 | hit rate 1% among 360,000 | ER-HoxA9 myeloid progenitors, lysozyme-GFP differentiation | calls only at 10 µM;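 active = normalized GFP-positive differentiation at or above the plate's own cutoff, the solvent-only control mean plus 3 SD; inconclusive = no clear call, values can overlap the other calls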;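 note: cells exposed to compound for four days before flow analysis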
T cell HTS – modulators of CD8 T cell-vesicle binding, primary screen, mouse 2C CD8+ T cells, flow cytometry; 2C CD8+ T cell-vesicle binding; hits give low values; calls only at 7 µM; hit rate 0.068% among 330,000; AID 2052, 2009;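 active = response, share of CD8 T cells binding vesicles, and their 90th percentile fluorescence all below set limits, cut at about 80% in these data, passing the limit was not always enough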
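material = purified 2C TCR transgenic mouse naive CD8+ T cells | controls = Unloaded micro-vesicles (low), QL9 vesicles with 0.7% DMSO (high) | detection = cytometric PE anti-B7-1 and Alexa647 anti-CD8 signals after 1% paraformaldehyde fixation | incubation = binding step 1.5 h, 37 °C, antibody labelling 20 min, ice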
Salmonella PhoP GFP – inhibitors of PhoP regulon expression, primary screen, Salmonella Typhimurium, GFP reporter (AID 1863); S. Typhimurium PhoP-regulated promoter GFP reporter, 4 h; higher % means a stronger effect; inhibition, % at 50 µM, or IC50 in µM where a hit was titrated; hit rate 0.16% among 300,000;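 active = inhibition over 29.93%, a cutoff 3 SD above the screen mean, later confirmed by dose response; inconclusive = inhibition over 29.93% but no dose response follow-up; inactive = inhibition at most 29.93% or unconfirmed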;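 note: 0% = low Mg2+ inducing control and 100% = high Mg2+ repressing control; strong numbers were not always called active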
b-catenin transl – modulators of beta-catenin nuclear translocation, primary screen, imaging, HeLa cells, immunofluorescence, high-content | nuclear translocation activity, % at 5 µM | hit rate 0.3% among 190,000;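 active = nuclear translocation activity above 50% at 5 µM, with a well cell count of 50 or more; inconclusive = wells under 50 cells across six images, flagged as toxic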;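 note: per-cell ratio of nuclear to cytoplasmic median beta-catenin stain intensity; plate controls were DMSO negative control for no effect and GSK-3 inhibitor IX positive control for full effect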
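Assay system: human HeLa cells, native beta-catenin; doses: 5 µM primary, 0.02–20 µM confirmation; incubation: compound treatment 24 h, 37°C, 5% CO2; technique: fluorescence imaging of beta-catenin antibody stain plus DAPI; measure: % activation, nuclear-to-cytoplasmic median beta-catenin signal ratio per cell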
WT yeast gro inh – growth inhibition of WT strain, primary screen, mitochondrial fusion inhibitor project, WT and mutant strains, chemical genetic. hit rate 2.1% among 190,000. AID 1362, 2008. inhibition, % at 10 µM. mitochondrial fusion phenotypic screen; in the data active = inhibition above about 58%; tested in S. cerevisiae
SV40 large T antigen – SV40 large T antigen inhibitors, biochemical (AID 1903). inhibition, % at 20 µM, or IC50 in µM where a hit was titrated. SV40 large T antigen ATPase/helicase inhibition assay; higher % means a stronger effect. hit rate 0.39% among 310,000; in the data active = a potency from the dose series; inconclusive = inhibition mostly from about 32% at the one dose, without a potency; inactive = the rest, 99 in 100 with inhibition below about 32%; note: strong numbers were not always called active
WT yeast gro inh mutant strain – recorded beside WT yeast gro inh, whose call it bears; inhibition, %; mitochondrial fusion phenotypic screen, mutant strain inhibition
b-catenin transl cell count 5 µM – also measured in b-catenin transl; calls as there; cell count; measured here: cell count, cytotoxicity flag
T cell HTS vesicle-bound % – also measured in T cell HTS; calls as there; double positive events, %; measured here: CD8+ vesicle-bound cell fraction;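 binding gate set so that unloaded-vesicle control wells show 10% double positive cells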
Myeloid diff MLP GFP+ MAC1+ % – further read-out of Myeloid diff MLP, marked with its call; GFP+ MAC1+ double positive, %; measured here: differentiation confirmed by MAC1 staining
Starred values were filed as active, the others as inactive; i = inactive; ? = inconclusive; nt = not tested or not shown; + = active, no number.

SMILES	MgcRacGAP inhibition	RSV CPE inhibition	West Nile virus CPE	Myeloid diff MLP	Myeloid diff MLP GFP+ MAC1+ %	T cell HTS	T cell HTS vesicle-bound %	Salmonella PhoP GFP	b-catenin transl	b-catenin transl cell count 5 µM	WT yeast gro inh	WT yeast gro inh mutant strain	SV40 large T antigen
O=c1[nH]nc(Cc2ncc(C(F)(F)F)cc2Cl)c2ccccc12	10%	0.2%	-1.2%	i	0.6	i	20	5%	nt	nt	nt	nt	3%
CCOc1ccccc1NC(=O)Cn1c(=O)oc2ccccc21	4%	0.8%	0.5%	i	0.1	i	56	7%	-2.9	960	17	15	-1%
O=C(NC(=S)Nc1cccnc1)c1cc2ccccc2o1	7%	3.1%	2.2%	i	1.0	i	34	-13%	-2.5	635	-4	-4	14%
NC(=O)CSc1nnc(-c2cc3ccccc3o2)n1Cc1ccccc1	4%	?	-0.1%	i	0.5	i	48	-1%	-1.8	1134	-1	9	6%
O=C(CO/N=C/c1ccc(OC(F)F)cc1)NC1CCCCCC1	3%	1.2%	-1.5%	i	0.7	i	29	6%	-0.2	1030	33	29	10%
C=CCNC(=S)NNC(=O)CC12CC3CC(CC(C3)C1)C2	9%	1.7%	0.1%	i	0.3	i	20	0%	1.1	1347	nt	nt	8%
O=C1OCCN1CCNCc1cn(-c2ccc(F)cc2)nc1-c1ccccc1Cl	5%	-0.1%	-0.8%	i	0.1	i	27	-7%	1.8	969	-13	0	22%
COCCn1c(SCC(=O)Nc2sccc2C(N)=O)nnc1-c1ccncc1	2%	-1.6%	-0.1%	i	0.3	i	39	-4%	-2.0	1145	-1	3	23%
CCN(CC)C(=O)Cn1cc(S(=O)(=O)Cc2cccc([N+](=O)[O-])c2)c2ccccc21	9%	4.0%	0.7%	?	nt	i	46	-6%	nt	nt	nt	nt	11%
CCCC1=Nc2cc(C(=O)NCCN3CCCC3)ccc2Sc2ccccc21	7%	0.8%	25%	i	1.4	i	29	3%	nt	nt	nt	nt	10%
CN(CC(=O)Nc1ccc(Cl)cc1)S(=O)(=O)c1cccc2cccnc12	6%	8.3%	-0.3%	i	1.0	i	35	-7%	nt	nt	6	-7	1%
COc1ccc(NC(=O)C/C(C)=N/NC(=O)c2ccncc2)c([N+](=O)[O-])c1	7%	-0.2%	0.1%	i	0.6	i	52	-4%	-1.5	1065	-4	2	8%
Cc1cccc(C)c1NC(=O)NN1C(C)CCCC1C (centres undefined)	3%	0.1%	-0.6%	i	0.2	i	50	-6%	-0.3	1060	11	9	28%
O=C(CCCN1C(=O)/C(=C/c2ccccc2Cl)SC1=S)Nc1ccccn1	11%	1.7%	?	i	0.6	i	48	5%	2.9	1060	4	-3	4%
COc1ccc(Nc2nnc(-c3ccccc3)c3ccccc23)cc1C(=O)N1CCCCC1	14%	?	0.0%	i	0.5	i	62	-14%	-0.9	1012	-6	6	20%
O=S(=O)(Nc1cccc2ccccc12)c1cccc2nonc12	13%	1.9%	0.3%	i	0.4	i	25	-16%	-3.1	1150	nt	nt	5%
CCN(c1ccccc1)S(=O)(=O)c1ccc2ccccc2c1	4%	11%	-0.5%	i	0.6	i	43	1%	nt	nt	nt	nt	2%
COCC(=O)Nc1ccc(N2CCN(c3ccccc3)CC2)c(F)c1	4%	1.0%	-0.9%	i	0.4	i	16	22%	nt	nt	nt	nt	-10%
Cc1nnc(SCC(=O)NC(=O)NCc2ccco2)s1	6%	0.2%	0.1%	i	0.3	i	29	5%	-1.9	970	-5	8	3%
CCn1ncc(CNC(=O)C2(C)CC2(Br)Br)c1C (centres undefined)	14%	1.4%	0.1%	i	0.6	i	43	-2%	-5.8	610	-4	-1	5%
Cc1cccc(NC(=O)CSc2nncn2-c2ccccn2)c1	-5%	1.0%	1.0%	i	0.1	i	22	2%	-1.3	1074	-6	-2	14%
Cc1c(NC(=O)CC2NC(=O)NC2=O)c(=O)n(-c2ccccc2)n1C (centres undefined)	nt	0.3%	-0.5%	nt	nt	i	17	4%	-1.0	982	12	0	1%
O=C(CN1CCN(C(=O)CN2C(=O)NC3(CCCC3)C2=O)CC1)Nc1cccc(F)c1	6%	0.1%	nt	i	1.1	i	3	nt	nt	nt	nt	nt	nt
Cc1ccccc1CNC(=O)C(=O)NCC1OCCCN1S(=O)(=O)c1cccs1 (centres undefined)	4%	2.1%	-0.7%	i	0.4	i	17	6%	nt	nt	nt	nt	45%
O=C(NCCN1CCN(c2ccccc2F)CC1)C1CCCN(S(=O)(=O)c2cnc[nH]2)C1 (centres undefined)	5%	1.4%	nt	i	2.4	i	42	6%	nt	nt	2	4	5%
Cc1nn(-c2ccccc2)c(Cl)c1C(=O)Nc1ccc(N2CCOCC2)cc1	0%	1.4%	0.8%	i	0.8	i	41	5%	-0.9	1146	9	3	10%
Cc1cc(/C=C(\C#N)C(=O)OCC#N)c(C)n1CC(C)C	-17%	12%	-0.8%	i	0.8	i	55	5%	-6.5	986	5	21	8%
Cc1cc(/C=N/NC(=O)Cn2c3ccccc3c(=O)c3ccccc32)c(C)n1-c1ccccc1	1%	0.8%	nt	i	0.4	i	31	7%	-1.2	1333	-6	-10	1%
CNC(=O)NC(=O)COC(=O)c1cccc(S(=O)(=O)N2CC3(C)CC2CC(C)(C)C3)c1 (centres undefined)	12%	0.2%	nt	i	1.0	i	24	-2%	nt	nt	nt	nt	10%
CN1CCN(C(=O)CN(C2CCCCC2)S(=O)(=O)c2ccc(Br)cc2)CC1	5%	-0.9%	-0.5%	i	1.4	i	13	-1%	nt	nt	nt	nt	15%
CCCCCCNc1c(C(=O)OCC)c(=O)[nH]c2ccccc12	6%	14%	-0.5%	i	0.6	i	29	-5%	-1.7	854	-4	-1	0%
CCOC(=O)c1oc2ccc(Br)cc2c1COC(=O)C1=COCCO1	3%	-0.5%	nt	i	0.2	i	19	-9%	nt	nt	nt	nt	3%
Cc1cc(NC(=O)C(C)SCC(=O)OCC(=O)Nc2c(C)cccc2C(C)C)no1 (centres undefined)	3%	-0.3%	nt	i	1.0	i	45	nt	nt	nt	nt	nt	nt
COc1ccc(NC(=O)CN2CCC(NC(=O)c3ccco3)CC2)c([N+](=O)[O-])c1	7%	1.4%	-0.6%	i	0.4	i	39	10%	nt	nt	nt	nt	-1%
O=C(CCCCn1c(=S)[nH]c2ccsc2c1=O)NCc1ccc2c(c1)OCO2	7%	3.9%	-0.6%	i	0.8	i	24	-4%	0.0	1120	-4	-29	-2%
NC(=O)c1sc(=S)n2c1[nH]c(=O)c1sccc12	?	1.2%	0.8%	i	0.1	i	2	-4%	-4.3	1096	-3	13	30%
O=C(Nc1ccc(Oc2ccsc2C(=O)O)cc1)c1ccccc1F	6%	1.2%	-0.6%	i	0.2	i	58	-2%	nt	nt	nt	nt	3%
COC(=O)C1=C[C@@H](C(=O)OC)[C@@H]2C3=C(C(=O)[C@]2(CC(C)C)NC(=O)c2ccccc2)[C@H](C)n2c(=O)n(-c4ccccc4)c(=O)n2[C@@H]3C1	7%	0.0%	-0.1%	i	1.7	i	17	3%	nt	nt	nt	nt	19%
COc1ccc(NS(=O)(=O)c2cc(NC(=O)CCNC(C)=O)ccc2N2CCCCC2)cc1	3%	0.5%	nt	i	0.6	i	25	nt	nt	nt	nt	nt	nt
O=C(Cn1ccc([N+](=O)[O-])n1)N1CCCc2ccccc21	6%	2.5%	-0.5%	i	0.6	nt	nt	4%	-1.8	1034	4	-9	24%
CC(C)(C)OC(=O)n1cc(/C=N/NC(=O)c2ccco2)c2ccccc21	7%	2.2%	-0.1%	+	7.1*	i	25	0%	nt	nt	nt	nt	8%
CCOC(=O)c1cnc2c(c(C)nn2C)c1Oc1ccc(OC)cc1	nt	0.1%	-0.5%	i	0.4	i	29	-8%	-0.1	1351	nt	nt	4%
CCOc1ccc(CN2CCN(Cc3cnc(N4CCOCC4)s3)CC2CCO)cc1 (centres undefined)	-3%	-1.8%	-0.8%	i	0.5	i	57	nt	0.2	1011	-22	-15	nt
Cc1ccc(C)c(CN2CCC(n3nccc3NC(=O)CCCc3ccccc3)CC2)c1	11%	2.6%	-1.0%	i	3.9	i	5	6%	nt	nt	nt	nt	1%
CCc1ccccc1NC(=O)C1C(c2ccccc2)C1(Cl)Cl (centres undefined)	9%	?	-1.2%	i	0.7	i	44	-16%	nt	nt	81*	56*	14%
NC(=O)c1sc2nc(-c3ccccc3)ccc2c1N	16%	-2.0%	-0.1%	+	2.3*	i	63	-4%	nt	nt	nt	nt	1%
Cc1ccc(Sc2ccc(N)cn2)cc1	nt	1.6%	-0.1%	i	1.2	i	10	-10%	-4.9	1262	nt	nt	9%
Cc1ccc2cc(CN(CC(C)C)S(=O)(=O)c3ccccc3)c(=O)[nH]c2c1	8%	6.2%	0.0%	i	2.8	i	53	-5%	nt	nt	nt	nt	5%
O=C1NCC(NC(=O)C(F)(F)F)c2cc3c(cc21)OCO3 (centres undefined)	-1%	-0.7%	-0.3%	i	0.2	i	58	-4%	-0.8	1054	-8	2	8%
CN(C)/C=N/c1sc2c(c1C#N)CCCC2	-1%	4.2%	1.4%	i	0.1	i	5	3%	0.8	875	-18	-3	5%
Cc1ccc2nc(SCc3cn4c(C)cc(C)nc4n3)[nH]c2c1	nt	2.9%	-0.4%	nt	nt	i	21	-5%	4.0	1060	12	8	13%
O=c1oc2ccccc2n1CCn1c2ccccc2c2nc3ccccc3nc21	12%	-0.5%	-0.2%	i	0.6	i	24	1%	0.2	1033	9	17	4%
O=C(OCc1nc(-c2ccccc2Cl)no1)c1ccco1	6%	0.2%	nt	i	0.6	i	3	nt	nt	nt	nt	nt	nt

Rows were taken by chance, and some 3.6% of all compounds hit somewhere here.
